# West Nile virus CPE: West Nile virus antiviral activity, cell-based, CPE readout (AID 1621); CPE inhibition, % at 10 µM; hits with a dose series show IC50 in µM; West Nile virus-infected cells, CPE inhibition; higher % means a stronger effect; 290,000 compounds, 0.02% hits; in the data active means a potency from the dose series; inconclusive means CPE inhibition mostly from about 3.7% at the one dose, without a potency; inactive means the rest, 99 in 100 with CPE inhibition below about 2.2%; further: strong numbers were not always called active
# b-catenin transl: modulators of beta-catenin nuclear translocation, primary screen, imaging, HeLa cells, immunofluorescence, high-content | nuclear translocation activity, % at 5 µM | 190,000 compounds, 0.3% hits;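 active means nuclear translocation activity above 50% at 5 µM, with a well cell count of 50 or more; inconclusive means wells under 50 cells across six images, flagged as toxic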;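 further: per-cell ratio of nuclear to cytoplasmic median beta-catenin stain intensity; plate controls were DMSO negative control for no effect and GSK-3 inhibitor IX positive control for full effect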
#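 Test system: HeLa cells, endogenous beta-catenin; Compound: single 5 µM dose plus 0.02–20 µM confirmation series; Times: compound exposure 24 h at 37°C; Signal: fluorescence imaging of beta-catenin antibody stain plus DAPI; Read-out: % activation, nuclear-to-cytoplasmic median beta-catenin signal ratio per cell.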
# RSV CPE inhibition: RSV antiviral activity via CPE protection, HEp-2 cells, primary 10 µM value included (AID 2391). HEp-2 cells, RSV-induced CPE inhibition; higher % means a stronger effect. CPE inhibition, % at 10 µM, or IC50 in µM where a hit was titrated. 310,000 compounds, 0.13% hits; in the data active means a potency from the dose series; inconclusive means CPE inhibition mostly from about 23% at the one dose, without a potency; inactive means the rest, 99 in 100 with CPE inhibition below about 21%; further: strong numbers were not always called active
# PhoP inhibition: inhibitors of PhoP regulon expression, primary screen, Salmonella Typhimurium, GFP reporter (AID 1863). S. Typhimurium PhoP-regulated promoter GFP reporter, 4 h; higher % means a stronger effect. inhibition, % at 50 µM, or IC50 in µM where a hit was titrated. 300,000 compounds, 0.16% hits;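 active means inhibition over 29.93%, a cutoff 3 SD above the screen mean, later confirmed by dose response; inconclusive means inhibition over 29.93% but no dose response follow-up; inactive means inhibition at most 29.93% or unconfirmed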;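 further: 0% = low Mg2+ inducing control and 100% = high Mg2+ repressing control; strong numbers were not always called active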
# Rac1 GTP hydrolysis: MgcRacGAP GTPase-activating activity inhibitors, confirmation, biochemical, ADP Hunter fluorescence | MgcRacGAP-stimulated Rac1 GTP hydrolysis, ADP Hunter fluorescence; higher % means a stronger effect; GST-tagged Rac1 F28L mutant substrate | inhibition, % at 30 µM, or IC50 in µM where a hit was titrated | 340,000 compounds, 0.6% hits | AID 624330, 2012;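 active means first-screen hits whose inhibition reached a set limit at any dose in the follow-up dose series; inconclusive means inhibition above the set first-screen limit but never retested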;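 further: fluorescence reports GDP produced by GAP-driven GTP hydrolysis; strong numbers were not always called active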
# WT yeast gro inh: growth inhibition of WT strain, primary screen, mitochondrial fusion inhibitor project, WT and mutant strains, chemical genetic. mitochondrial fusion phenotypic screen. inhibition, % at 10 µM. 190,000 compounds, 2.1% hits. AID 1362, 2008; in the data active means inhibition above about 58%; tested in S. cerevisiae
# Myeloid diff MLP: induction of myeloid progenitor differentiation, primary screen, cell-based, flow cytometry, MLPCN library. ER-HoxA9 myeloid progenitors, lysozyme-GFP differentiation. AID 624256, 2012. calls only at 10 µM. 360,000 compounds, 1% hits;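 active means normalized GFP-positive differentiation at or above the plate's own cutoff, the solvent-only control mean plus 3 SD; inconclusive means no clear call, values can overlap the other calls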;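 further: cells exposed to compound for four days before flow analysis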
# SV40 large T antigen: SV40 large T antigen inhibitors, biochemical (AID 1903) | SV40 large T antigen ATPase/helicase inhibition assay; higher % means a stronger effect | one-dose inhibition, % at 20 µM; IC50 in µM for titrated hits | 310,000 compounds, 0.39% hits; in the data active means a potency from the dose series; inconclusive means inhibition mostly from about 32% at the one dose, without a potency; inactive means the rest, 99 in 100 with inhibition below about 32%; further: strong numbers were not always called active
# T cell HTS: modulators of CD8 T cell-vesicle binding, primary screen, mouse 2C CD8+ T cells, flow cytometry. 2C CD8+ T cell-vesicle binding; hits give low values. calls only at 7 µM. 330,000 compounds, 0.068% hits;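 active means response, share of CD8 T cells binding vesicles, and their 90th percentile fluorescence all below set limits, cut at about 80% in these data, passing the limit was not always enough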
#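 Read-out – percent CD8+ FL2 mean versus row control · System – murine 2C transgenic CD8+ T lymphocytes · Times – 1.5 h cell–vesicle binding at 37 °C, then 20 min icy labelling · Control set – naked vesicles low, QL9 vesicles with vehicle high · Detection – cytometric PE anti-B7-1 and Alexa647 anti-CD8 signals after 1% paraformaldehyde fixation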
# WT yeast gro inh mutant strain: further read-out of WT yeast gro inh, marked with its call; inhibition, %; mitochondrial fusion phenotypic screen, mutant strain inhibition
# b-catenin transl cell count 5 µM: second read-out of b-catenin transl, no call of its own (marks repeat the call); cell count; measured here: cell count, cytotoxicity flag
# T cell HTS vesicle-bound %: further read-out of T cell HTS, marked with its call; double positive events, %; measured here: CD8+ vesicle-bound cell fraction;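 binding gate set so that unloaded-vesicle control wells show 10% double positive cells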
# Myeloid diff MLP GFP+ MAC1+ %: further read-out of Myeloid diff MLP, marked with its call; GFP+ MAC1+ double positive, %; measured here: differentiation confirmed by MAC1 staining
# The depositor's hits bear a star; i = inactive; ? = inconclusive; · = not tested or not shown.
no.	SMILES	West Nile virus CPE	b-catenin transl	b-catenin transl cell count 5 µM	RSV CPE inhibition	PhoP inhibition	Rac1 GTP hydrolysis	WT yeast gro inh	WT yeast gro inh mutant strain	Myeloid diff MLP	Myeloid diff MLP GFP+ MAC1+ %	SV40 large T antigen	T cell HTS	T cell HTS vesicle-bound %
1	COc1ccc(C)cc1NC(=O)C(OC(=O)CNC(=O)c1cccc(F)c1)c1ccccc1 (centres undefined)	-0.7%	-1.7	1179	1.8%	-5%	-5%	-10	-5	i	0.9	16%	i	59
2	O=C(Nc1ccc(Cl)cn1)Nc1ccccc1Cl	-0.5%	-5.4	512	8.9%	-10%	-5%	-6	6	i	0.4	6%	i	52
3	CC(=O)N1CCN(c2ccc(NCc3ccc(Br)o3)cc2)CC1	·	·	·	0.4%	·	14µM*	·	·	i	1.9	·	i	29
4	COCC(C)n1c(SCc2cc(=O)n3cc(C)ccc3n2)nc2ccccc2c1=O (centres undefined)	-1.2%	-3.4	1170	47%	-6%	7%	-2	-14	i	1.1	-1%	i	52
5	CCCCn1c(N)c(N(CC)C(=O)c2ccccc2C(F)(F)F)c(=O)[nH]c1=O	0.6%	·	·	1.5%	-3%	6%	·	·	i	0.3	26%	i	17
6	Cc1cc(/C=C(\C#N)C(=O)NCC2CCCO2)c(C)n1-c1ccc(Cl)cc1 (centres undefined)	0.5%	0.1	1386	·	0%	2%	13	-11	i	4.9	5%	i	11
7	O=C(CN(C(=O)c1ccc(Cl)cc1)N1C(=O)C2C3C=CC(C3)C2C1=O)c1cccs1 (centres undefined)	-0.3%	9.5	720	1.5%	-4%	-2%	9	1	i	1.0	4%	i	34
8	CC1CCN(C(=O)C(C)NCc2ccc(F)cc2)CC1 (centres undefined)	-0.6%	·	·	-2.3%	9%	30%	·	·	i	0.6	1%	i	33
9	CCc1cccc2c(C#N)cn(CC(=O)NCc3ccco3)c12	-0.2%	-0.6	1028	2.0%	-1%	6%	3	5	i	0.0	4%	i	33
10	C=CCOc1ccc(Oc2cc(C)nc(SC)n2)nn1	-0.2%	0.5	1217	0.7%	1%	4%	12	6	i	2.1	19%	i	12
11	Cc1c(Cl)cccc1NC(=O)Cc1cccs1	-0.4%	·	·	1.3%	-3%	2%	·	·	i	0.8	9%	i	58
12	COc1ccc(/C=N/NC(=O)c2nonc2C)cc1	0.3%	-2.1	1064	0.4%	-3%	18%	-24	-21	i	0.7	10%	i	52
13	CC(=O)Nc1ccc(N(CC(O)Cn2c3ccccc3c3ccccc32)S(=O)(=O)c2ccc(C)cc2)cc1 (centres undefined)	-0.7%	-1.3	1021	?	-5%	4%	-12	22	i	1.5	3%	i	42
14	CN1CCN(c2ccc(NC(=O)c3cc4ccccc4o3)cc2)CC1	-0.6%	·	·	-0.9%	-3%	21%	·	·	i	0.7	7%	i	56
15	Cc1csc2nc(CNC(=O)C3CC=CCC3C(=O)O)cn12 (centres undefined)	0.6%	-0.6	1156	2.7%	-7%	2%	12	7	i	1.5	9%	i	45
16	CCOc1cc2c(cc1C(C)(C)C)NC(=O)CS2	-0.2%	-0.5	1011	7.7%	-8%	14%	-2	-10	i	1.2	-5%	i	34
17	Cn1c2ccccc2c2nnc(NN)nc21	0.5%	1.0	1314	?	-8%	11%	·	·	i	0.4	13%	i	30
18	COc1cccc(CN(C)Cc2nc3cc(C(F)(F)F)ccc3c(=O)[nH]2)c1	-0.3%	-0.8	1284	10%	1%	5%	·	·	i	0.6	13%	i	23
19	Cc1ccc(C(=O)CCC(=O)OCC(=O)N(CC(C)C)c2c(N)n(Cc3ccccc3)c(=O)[nH]c2=O)cc1	·	·	·	0.7%	1%	5%	·	·	i	1.1	11%	i	56
20	Cc1ccc(COc2ccc(S(=O)(=O)N3CCCC3)cc2C(N)=O)cc1	-0.8%	·	·	2.8%	7%	5%	·	·	i	0.4	5%	i	22
21	CCOC(=O)CNC(=O)CSc1ncnc2c1cnn2-c1ccc(Cl)cc1	0.3%	-5.4	963	-0.1%	-6%	12%	4	-12	i	0.0	1%	i	34
22	CCOc1ccc(C(C)=O)cc1Cn1nc(C(=O)O)c2ccccc2c1=O	-0.3%	-3.1	1109	0.3%	7%	4%	·	·	i	1.1	5%	i	28
23	O=C(Nc1ncc2c(n1)CC(c1ccco1)CC2=O)c1ccc(Cl)cc1 (centres undefined)	·	0.0	1167	0.4%	-8%	1%	16	11	i	0.9	3%	i	20
24	COc1ccc(CCNc2nc(C)nc3c2nnn3Cc2ccccc2)cc1	0.4%	·	·	2.4%	-2%	2%	·	·	i	0.6	23%	i	62
25	CCOC(=O)c1ccccc1NC(=O)C1CC(=O)N(c2ccccc2)C1 (centres undefined)	-1.0%	0.3	939	4.8%	1%	13%	13	7	i	0.4	21%	i	58
26	N#CCCn1cc(/C=N/O)c(-c2ccccc2)n1	0.1%	·	·	0.8%	2%	0%	2	-4	i	0.9	1%	i	35
27	O=C(O)c1ccc(CSc2nnc(-c3ccccc3)n2-c2ccccc2)cc1	0.8%	-0.3	1401	1.5%	-5%	8%	·	·	i	0.3	23%	i	41
28	O=C(c1sccc1Cl)N1CCN(Cc2ccc3c(c2)OCO3)CC1	-0.1%	0.5	1293	6.4%	-1%	6%	·	·	i	0.5	-1%	i	32
29	COc1ccc(S(=O)(=O)N2CCN(C(=O)C3CC3)CC2)cc1	-0.6%	·	·	2.3%	-4%	0%	·	·	i	0.4	0%	i	15
30	COCCn1c(=NC(=O)CSC(C)=O)sc2cc(F)ccc21	-0.3%	-1.4	1123	-0.2%	5%	13%	3	-1	i	2.9	0%	i	2
31	Fc1ccc(C2=Nn3c(nnc3-c3ccco3)SC2)cc1	0.5%	0.8	1323	1.6%	-5%	2%	·	·	i	1.4	9%	i	19
32	CCCCCC(=O)NC(=S)Nc1ccc(Cl)cn1	0.0%	-1.4	990	0.6%	26%	7%	12	8	i	0.2	-3%	i	53
33	Cc1cc(C)cc(C(=O)NC2CC(C)(C)NC(C)(C)C2)c1	-1.2%	·	·	0.1%	-4%	5%	·	·	i	0.6	5%	i	50
34	Cc1c(C(=O)N2CCOCC2)oc2ccccc12	·	·	·	2.6%	·	8%	·	·	i	0.6	·	i	36
35	CCc1ccc(-c2cc(C(=O)NN3CCN(C)CC3)c3ccccc3n2)cc1	0.3%	7.2	527	-1.4%	-7%	11%	9	13	i	0.5	7%	i	1
36	CC(C)=C1SC(N2CCN(c3cccc(C)c3)CC2)=NC1=O	-0.8%	-3.8	1216	-0.5%	-7%	0%	7	9	i	2.2	5%	i	21
37	Cc1cc(C)c(NC(=O)c2cnn(C)c2)c(C)c1	-0.1%	·	·	1.9%	6%	4%	10	19	i	0.5	21%	i	5
38	COc1ccc(-c2cnn3c4c(c(C)nc23)CCN4C2CCCC2)cc1OC	-0.4%	-5.7	1073	3.3%	7%	-2%	-14	-18	i	0.8	2%	i	20
39	CCN(CC)CCn1c(NC(=O)c2ccc(Cl)cc2)nc2ccccc21	-0.2%	·	·	-1.2%	-11%	-1%	-5	1	·	·	1%	i	47
40	COC(=O)[C@@]1(Cc2ccc(OC)cc2)[C@H]2c3cc(C(=O)N(C)C)n(Cc4ccc(OC(F)(F)F)cc4)c3C[C@H]2CN1C(=O)c1ccccc1	3.0%	·	·	-0.3%	2%	·	35	-3	·	·	14%	·	·
41	COc1ccc(C(=O)NNC(=S)NC(=O)c2ccccc2)cc1	-1.1%	·	·	-1.2%	13%	15%	·	·	i	0.6	8%	i	54
42	CC(C(=O)N(C)C)N(C#N)c1nc(N(C)C)nc(N(C)C)n1 (centres undefined)	0.1%	-9.9	1054	4.8%	-12%	6%	8	9	i	0.7	9%	i	31
43	O=C(O)CC1=C(Nc2ccccc2)C(=O)N(c2ccccc2)C1c1ccc(Cl)cc1 (centres undefined)	0.1%	-1.3	1119	1.8%	-7%	-2%	·	·	i	0.4	19%	i	55
44	COCCN(C(=O)c1snc(C(N)=O)c1N)C(C(=O)NC1CCCCC1)c1cc(OC)c(OC)c(OC)c1 (centres undefined)	-0.6%	·	·	1.8%	-6%	9%	·	·	i	0.3	27%	i	61
45	COC(=O)[C@H](CCSC)NC(=O)c1cc2c(cn1)[nH]c1ccccc12	-0.2%	·	·	1.6%	0%	17%	·	·	i	0.2	15%	i	9
46	O=C1CC(NCc2ccc3c(c2)OCO3)C(=O)N1CCc1ccccc1 (centres undefined)	-1.0%	·	·	-0.7%	9%	3%	-2	-4	i	6.3	0%	i	15
47	CC(C)OC(=O)c1nn2c(C(F)(F)F)cc(-c3ccco3)nc2c1Cl	0.1%	-2.4	1114	2.2%	1%	14%	0	-8	i	0.7	7%	i	32
48	c1ccc2c(c1)OCCOCCOCCOCCOCCOc1ccccc1OCCOCCOCCO2	-1.0%	·	·	8.5%	-17%	5%	-6	-12	i	0.5	10%	i	58
49	O=C(Cc1ccc(NC2=NC3CS(=O)(=O)CC3S2)cc1)NCc1ccccc1Cl (centres undefined)	2.0%	·	·	1.5%	·	1%	·	·	?	·	-4%	i	8
50	CCC(=O)Nc1ccc(/C(C)=N/NC(=O)c2c(Br)c(C)nn2C)cc1	-0.8%	-0.7	950	5.3%	-7%	-2%	-11	6	i	0.4	7%	i	47
51	CN1C[C@@H]2C[C@@H](c3cccn3-c3nccs3)N3CCC[C@@]23C1=O	-0.2%	2.4	1054	0.2%	-5%	-1%	8	2	i	0.7	0%	i	30

# Screens from PubChem BioAssay.
